CXCR6 inh = blocks human CXCR6 beta-arrestin recruitment; O00574; CHO-K1 PathHunter CXCR6 beta-arrestin, luminescence; inhibition, % at 20 µM; actives 0.36% (n = 360,000); AID 602244; in the data active = inhibition above about 34%, passing the limit was not always enough;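 also: antagonist mode with CXCL16 agonist at 10 nM final; 0% = 10 nM CXCL16 with DMSO and 100% = unstimulated wells without agonist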
Target sequence (O00574 whole entry, looked up): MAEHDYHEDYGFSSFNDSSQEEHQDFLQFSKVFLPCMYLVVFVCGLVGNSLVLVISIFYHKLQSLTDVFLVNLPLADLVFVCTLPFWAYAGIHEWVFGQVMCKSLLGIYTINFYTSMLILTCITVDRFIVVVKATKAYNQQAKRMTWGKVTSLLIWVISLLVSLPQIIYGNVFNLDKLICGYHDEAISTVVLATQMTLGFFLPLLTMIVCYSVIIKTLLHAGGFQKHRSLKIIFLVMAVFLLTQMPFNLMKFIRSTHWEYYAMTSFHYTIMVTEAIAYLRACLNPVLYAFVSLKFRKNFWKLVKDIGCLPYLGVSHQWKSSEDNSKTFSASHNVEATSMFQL
APJ antagonist = antagonists of human APJ apelin receptor; P35414; actives 0.32% (n = 330,000); AID 2521; inhibition, % at 20 µM; CHO-K1 APJ beta-arrestin complementation, luminescence;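 active = inhibition above about 40% at 20 µM, limit read from the data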;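 also: cells challenged with 10 nM apelin-13 agonist together with compound; plate controls were apelin-13 plus DMSO wells for no effect and DMSO wells lacking apelin-13 for full effect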
Target sequence (P35414 whole entry, looked up): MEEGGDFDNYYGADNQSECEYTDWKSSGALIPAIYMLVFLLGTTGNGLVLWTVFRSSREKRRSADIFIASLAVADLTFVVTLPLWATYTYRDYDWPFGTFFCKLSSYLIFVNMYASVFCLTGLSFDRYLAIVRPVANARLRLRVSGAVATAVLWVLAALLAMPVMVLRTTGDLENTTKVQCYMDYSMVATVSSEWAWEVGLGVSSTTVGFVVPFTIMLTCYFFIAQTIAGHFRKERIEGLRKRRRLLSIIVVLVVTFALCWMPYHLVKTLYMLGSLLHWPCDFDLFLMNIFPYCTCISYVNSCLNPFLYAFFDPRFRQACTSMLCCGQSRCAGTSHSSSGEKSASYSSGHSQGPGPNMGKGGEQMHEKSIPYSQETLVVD
TIM10 inh = inhibits growth of TIM10 yeast strain; S. cerevisiae TIM10 strain growth, BacTiter-Glo luminescence, 24 h; AID 463195; inhibition, % at 10 µM; actives 1.4% (n = 330,000);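 active = inhibition of 40% or more at the single tested concentration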;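 also: wild-type TIM10 isogenic control strain grown at permissive 25 °C; 0% = DMSO yeast wells and 100% = minimal medium wells without yeast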
CHOP UPR activ = activators of apoptotic arm of unfolded protein response (CHOP); AID 449763; CHO-CHOP luciferase reporter, UPR activation, luminescence; percent of tunicamycin response over DMSO baseline; actives 0.34% (n = 330,000); activation, % at 10 µM;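 active = at 10 µM dose, activation of 40% or more, normalized to positive control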;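 also: 100% = tunicamycin at 10 µg/mL and 0% = DMSO alone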
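Evaluation: % reporter activation, DMSO baseline versus tunicamycin full activation; System: CHO-CHOP luciferase reporter cell line; Input: 500 cells/well; Incubation: 6 h compound treatment, 37 °C; Measured by: Steady-Glo luciferase luminescence; Dosing: one dose, 10 µM in 0.5% DMSO; Buffer or medium: F12 medium, 10% FBS; Benchmarks: positive tunicamycin 10 µg/mL, negative DMSO alone.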
APJ agonist = agonists of human APJ apelin receptor | P35414 | CHO-K1 APJ PathHunter beta-arrestin, luminescence; 0% DMSO wells, 100% apelin | activation, % at 20 µM | actives 0.11% (n = 330,000) | AID 2520;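 active = activation more than six SD over the plate average, tested at 20 µM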;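 also: 0% = DMSO alone and 100% = apelin-13 at 10 nM; some results filed as inactive read as strong as hits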
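Test system – PathHunter CHO-K1 APJ (AGTRL-1) beta-arrestin reporter cells · Input – 1000 cells/well · Compound – single test compound dose, 20 µM final, 1% DMSO · Times – compound stimulation 90 min at 25 °C, detection 60 min · Technique – beta-gal luminescence · Read-out basis – APJ–arrestin association signal · Control set – negative DMSO alone, positive Apelin-13 at 10 nM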
UPR XBP1 act = activators of adaptive arm of unfolded protein response (XBP1) | AID 463104 | actives 0.33% (n = 330,000) | CHO-XBP1 luciferase reporter, IRE1-XBP1 UPR activation, luminescence; percent of tunicamycin response, DMSO as zero | activation, % at 20 µM;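 active = versus positive control, 20 µM dose yields 30% or more activation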;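 also: 100% = tunicamycin at 10 µg/mL and 0% = DMSO only wells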
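Assay system: CHO-XBP1 luciferase reporter cells; Schedule: 6 h treatment, 37 °C; Detection: glow luminescence from Steady-Glo reagent; Benchmarks: high control tunicamycin 10 µg/mL final, low control DMSO vehicle only.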
tim23-1 inh = inhibits growth of tim23-1 mutant yeast | S. cerevisiae tim23-1 growth, BacTiter-Glo luminescence, 24 h | inhibition, % at 20 µM | actives 1.3% (n = 330,000);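 active = growth inhibition of the mutant yeast at or above 50%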;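 also: temperature-sensitive mutant grown at 25 °C; plate controls were DMSO-treated mutant yeast for no effect and medium wells lacking yeast for full effect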
Mdm2 MdmX PPI = inhibitors of human Mdm2/MdmX interaction | actives 3% (n = 330,000) | AID 485346 | inhibition, % at 8 µM | SaOS-2 split-luciferase Mdm2/MdmX complementation, luminescence;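 active = inhibition of at least 50% at 8 µM in the primary screen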
tim10-1 inh = growth inhibitors of tim10-1 mutant yeast | S. cerevisiae tim10-1 ts strain growth, BacTiter-Glo, 24 h | inhibition, % at 20 µM | AID 463190 | actives 2.2% (n = 330,000);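 active = inhibition of at least 40%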;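 also: mutant grown at 25 °C; 0% = DMSO wells with yeast and 100% = wells holding no yeast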
Starred values were filed as active, the others as inactive; · = not tested or not shown; & = joins results of further samples. Some of the compounds tested; count on the stated rates, not on these rows.

Start of the data: the first 2 compounds (preview)
SMILES	CXCR6 inh	APJ antagonist	TIM10 inh	CHOP UPR activ	APJ agonist	UPR XBP1 act	tim23-1 inh	Mdm2 MdmX PPI	tim10-1 inh
CS(=O)(=O)N(CC(=O)Nc1ccc2c(c1)OCO2)Cc1ccccc1	7	15	24	1.4	-1	-1	24	0	22
C/C(=N/Nc1ccc(C(=O)O)cc1)c1ccc(O)c(O)c1O	2	-23	-13	-0.6	4	-4	-5	17	4

Main list, from the first entry:
SMILES	CXCR6 inh	APJ antagonist	TIM10 inh	CHOP UPR activ	APJ agonist	UPR XBP1 act	tim23-1 inh	Mdm2 MdmX PPI	tim10-1 inh
CS(=O)(=O)N(CC(=O)Nc1ccc2c(c1)OCO2)Cc1ccccc1	7	15	24	1.4	-1	-1	24	0	22
C/C(=N/Nc1ccc(C(=O)O)cc1)c1ccc(O)c(O)c1O	2	-23	-13	-0.6	4	-4	-5	17	4
CN(C)C(CNC(=O)CSc1nc2sc3c(c2c(=O)n1C)CCC3)c1ccccc1 (stereo unspecified)	0	11	6	3.0	8	-2	7	-7	-6
CCNC(=O)c1ccccc1NC(=O)c1cccc(S(=O)(=O)N2CCOCC2)c1	5	-7	-5	1.9	-1	0	9	4	19
C/C(=C\c1ccccc1)CN1CCN(c2ccccc2F)CC1	-7	-8	-9	-0.9	-3	1	-1	-14	19
Cc1ccc(O)c(-c2cc(C(=O)Nc3ccc(S(=O)(=O)Nc4nc(C)cc(C)n4)cc3)[nH]n2)c1	1	-24	-8	-0.2	-2	-3	2	-5	13
CCc1nnc(NC(=O)CSc2nnc(Cc3cc(=O)[nH]c(=O)[nH]3)n2-c2ccc(OC)cc2)s1	1	2	-7	0.4	-3	-2	-3	-9	3
CCCn1c(=S)[nH]c2cc(C(=O)N3CCCC(C(=O)OCC)C3)ccc2c1=O (stereo unspecified)	3	-22	-23	-1.5	-1	0	-24	24	24
CCCC(O)(c1ccc(Cl)cc1)C(CN1CCOCC1)c1ccc(Cl)cc1 (stereo unspecified)	6	-5	29	1.9	-4	-3	57*	14	-3
O=C(O)c1ccc(NC(=O)c2cn(-c3ccccc3)nc2-c2ccc(F)cc2)cc1	4	9	5	3.7	-2	0	4	19	0
Cc1ccnc(N/N=C/c2ccco2)n1	2	6	-10	1.1	2	0	-2	7	-7
COc1ccc(NC2=NCCCCC2)cc1	-6	23	-4	0.2	-1	-2	0	-7	-14
O=C(COC(=O)CCNS(=O)(=O)c1cccs1)Nc1cc(C(F)(F)F)ccc1Cl	0	7	1	0.1	-1	0	23	1	18
CC1=CCC2C(=O)N(c3ccc(C)c(Br)c3)C(=O)C2C1 (stereo unspecified)	-2	5	4	-1.6	-1	-2	4	22	10
COC(=O)c1cn(C(=O)c2ccccc2F)nc1N	3	2	-9	-0.5	-6	1	24	-27	2
O=C(CSc1nnc(Cc2ccccc2)n1-c1ccc(F)cc1)N1CCOCC1	-1	13	11	0.0	-7	2	8	13	16
CC(=O)N1CCN(C(=O)c2cc(C)nc3ccccc23)CC1	-7	-2	2	-1.4	-4	3	13	23	-3
CCc1nnc(NC(=O)COc2ccc3c(c2)OCO3)s1	1	11	-8	2.6	0	0	-12	9	-21
CC(/C=C1\SC(=S)N(CCCC(=O)Nc2ccc(C(=O)O)cc2)C1=O)=C\c1ccccc1	0	5	15	4.5	1	-3	19	1	18
Fc1ccc(Nc2c(-c3ccco3)nc3ccccn23)cc1	6	6	23	2.1	0	1	11	26	19
CCOc1ccccc1NC(=O)CNC(=O)CNC(=O)Cc1ccccc1	-6	8	5	-1.8	-2	-4	-5	17	-9
COc1cc(/C=C(/C#N)c2ccc(F)cc2)ccc1Oc1ccc([N+](=O)[O-])cn1	-15	-20	-11	3.2	1	1	6	25	13
Cc1c(C#N)c2ccccc2n1CC(=O)O	6	2	-16	-1.1	-1	0	11	8	6
CCOc1ccc(CNC(=O)CCCc2cn(C)c3ccccc23)cc1OC	5	-46	-11	-2.7	-3	2	9	-1	8
CC(C)(C)c1cc(NS(=O)(=O)c2cccs2)no1	5	6	6	-0.9	0	-3	-3	-3	-5
COc1ccccc1NC(=O)c1cc(Cl)ccc1NC(=O)c1ccco1	1	4	15	0.6	-3	-1	9	21	9
COc1cccc(CN(C)C(=S)Nc2cccc(C)c2)c1	2	-13	5	1.5	1	4	28	-31	7
O=c1cc(N2CCC3(CC2)OCCO3)[nH]c(=O)n1C1CCCCC1	1	9	-22	0.7	0	3	-82	4	-7
Cn1cnc([N+](=O)[O-])c1NCc1ccccc1	0	1	-5	2.0	2	-3	9	12	1
COc1ccc(NC(=O)c2ccc(NC(=O)C(C)C)cc2)c([N+](=O)[O-])c1	-8	-6	-19	-1.3	5	3	-28	16	-9
Cc1ccc(NCN2C(=O)C3CC=C(Cl)CC3C2=O)cc1 (stereo unspecified)	7	15	1	-1.8	0	-3	5	14	-8
CCCCCNc1c(C(=O)OCC)c(=O)[nH]c2ccccc12	-4	-2	-11	0.3	-4	0	1	-8	13
Cc1ccc2oc(=O)n(CC(=O)O)c2c1	6	7	6	2.1	-4	-2	6	22	3
COc1ccc(NC(=O)CCOc2ccc(C)cc2)cc1S(=O)(=O)N1CCOCC1	1	-6	9	-0.4	-4	0	18	-23	0
CC(C)CCNC(=O)C(c1ccco1)N(CCCO)C(=O)Cn1nnc(-c2ccc(F)cc2)n1 (stereo unspecified)	12	-12	-8	-2.0	-4	-2	19	15	24
O=C(NCCc1ccccc1)c1ccccc1NC(=O)C1CCCCC1C(=O)O (stereo unspecified)	·	10	4	1.6	-3	-2	-2	-12	6
O=C(O)C1CCCCC1C(=O)NCc1ccccn1 (stereo unspecified)	0	-7	-16	-1.4	-2	1	-3	18	-2
Cc1cc(C)n(-c2ccc(C(=O)OC(C)C)cc2)n1	-3	5	-13	1.3	4	5	2	-1	-6
CCN1C(=O)c2c(C)nc3ccccc3c2C1=O	0	13	3	-2.2	1	-2	14	-6	32
O=C(N/N=C/c1ccccc1OCc1ccccc1)c1cccs1	-1	-2	21	1.7	-1	4	9	-27	22
Cc1cc(N(CC(=O)NC(C)C)S(C)(=O)=O)ccc1Br	1	11	2	-0.3	-1	2	9	11	16
CC(C)NC(=O)c1sc2nc3c(c(-c4cccs4)c2c1N)CN(C)CC3	12	-13	-17	-3.0	-2	-7	-2	6	12
CCc1ccc(NC(=O)C2CCN(S(=O)(=O)c3cccs3)CC2)cc1	-9	2	3	-1.1	3	6	28	7	29
CCCCNc1c(-c2ccc(SC3CCCCC3)cc2)nc2ccccn12	-8&-2	-86	5	16	6	2	22	-63	17
CC1CCC(NC(=O)C2CCC(CNS(=O)(=O)c3cccc4nsnc34)CC2)CC1 (stereo unspecified)	5	-5	-7	0.0	-3	0	9	56*	-5
CC(C)N(Cc1ccccc1)C(=O)c1cnc2n(c1=O)CCS2	0	22	-3	2.8	0	-1	7	-25	6
O=C(NNC(=S)NC(=O)c1cccnc1)c1ccc(Cl)cc1	9	23	1	0.7	-2	2	12	11	25
CCOc1ccc(NC(=O)COC(=O)C2CCC(=O)N2)c([N+](=O)[O-])c1 (stereo unspecified)	-3	-48	6	0.5	21	-1	14	-4	19
CNC(=S)N(CCc1c(C)[nH]c2ccc(C)cc12)Cc1ccc(OC)c(OC)c1	2	13	0	-1.1	-4	-3	3	20	4
CC(C)(C)C(=O)CSc1nccc(=O)[nH]1	-5	2	16	0.3	-3	1	13	-3	8
O=C(COC(=O)c1ccc(O)cc1)Nc1cccc(S(=O)(=O)NC2=NCCCCC2)c1	-2	-12	4	0.4	-2	1	12	-30	12
Cc1ccc(NC(=O)COC(=O)c2cc(-c3cccs3)nn2-c2ccccc2)cc1[N+](=O)[O-]	-8	-8	-5	-0.2	-2	1	20	-1	19
Cc1ccc(NC(=O)CCNS(=O)(=O)c2ccc(Br)s2)cc1	1	14	1	-2.5	-3	-4	20	16	19
Cc1cc(Oc2nc3c(C)cccn3c(=O)c2/C=C(\C#N)S(=O)(=O)c2ccccc2)ccc1Cl	19	5	27	10	-8	5	46	52*	-21

Random excerpt: seven entries already listed.
SMILES	CXCR6 inh	APJ antagonist	TIM10 inh	CHOP UPR activ	APJ agonist	UPR XBP1 act	tim23-1 inh	Mdm2 MdmX PPI	tim10-1 inh
CNC(=S)N(CCc1c(C)[nH]c2ccc(C)cc12)Cc1ccc(OC)c(OC)c1	2	13	0	-1.1	-4	-3	3	20	4
Cc1ccc(NC(=O)CCNS(=O)(=O)c2ccc(Br)s2)cc1	1	14	1	-2.5	-3	-4	20	16	19
CC(C)(C)C(=O)CSc1nccc(=O)[nH]1	-5	2	16	0.3	-3	1	13	-3	8
CC(C)NC(=O)c1sc2nc3c(c(-c4cccs4)c2c1N)CN(C)CC3	12	-13	-17	-3.0	-2	-7	-2	6	12
CC(C)N(Cc1ccccc1)C(=O)c1cnc2n(c1=O)CCS2	0	22	-3	2.8	0	-1	7	-25	6
Cc1ccc(NC(=O)COC(=O)c2cc(-c3cccs3)nn2-c2ccccc2)cc1[N+](=O)[O-]	-8	-8	-5	-0.2	-2	1	20	-1	19
O=C(NNC(=S)NC(=O)c1cccnc1)c1ccc(Cl)cc1	9	23	1	0.7	-2	2	12	11	25
